M1 agonist = agonists of M1 muscarinic receptor | CHO-M1 cells, Fluo-4 calcium fluorescence, agonist mode; active compounds read high | B-score at 10 µM | 3% of 64,000 active;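 active = fluorescence rise, raw or as B-score row- and column-corrected plate score, outside the 99.7% band of its plate's samples, either direction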
NADH coupling = inhibition of NAD/NADH coupling enzymes, library profiling; IC50, µM (titrated, usually from 10 µM), without a hit: at the top dose inhibition; coupled PK/LDH NADH assays, four targets; AID 774; 0.02% of 65,000 active;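 active = single-dose screening hits from any of four coupled enzyme assays that gave an IC50 when retested across doses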;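 note: the DPM-DC format reads NADH fluorescence rather than 340 nm absorbance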
RORa activator = activates the human nuclear receptor RORA; CHO-K1 Gal4-RORA LBD luciferase reporter, luminescence; percent increase over mock-subtracted basal signal; activation, % at 10 µM; 1.5% of 65,000 active;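 active = activation above the mean of all tested compounds plus 3 SD, cut at about 49% in these data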;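 note: 0% = DMSO-treated RORA cells and 100% = added signal equal to DMSO minus mock-transfected cells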
TNAP act DEA = human TNAP activation, intermediate phosphate acceptor | purified TNAP, CDP-star luminescence, 100 mM DEA, 30 min; active compounds read high; scale: 0 levamisole-inhibited, 1 vehicle-only enzyme | activation factor at 20 µM | 64,000 tested, under 10 active | P05186 | AID 813;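 active = activation factor of at least 2 at 20 µM, relative to controls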
Target sequence (P05186 whole entry, looked up): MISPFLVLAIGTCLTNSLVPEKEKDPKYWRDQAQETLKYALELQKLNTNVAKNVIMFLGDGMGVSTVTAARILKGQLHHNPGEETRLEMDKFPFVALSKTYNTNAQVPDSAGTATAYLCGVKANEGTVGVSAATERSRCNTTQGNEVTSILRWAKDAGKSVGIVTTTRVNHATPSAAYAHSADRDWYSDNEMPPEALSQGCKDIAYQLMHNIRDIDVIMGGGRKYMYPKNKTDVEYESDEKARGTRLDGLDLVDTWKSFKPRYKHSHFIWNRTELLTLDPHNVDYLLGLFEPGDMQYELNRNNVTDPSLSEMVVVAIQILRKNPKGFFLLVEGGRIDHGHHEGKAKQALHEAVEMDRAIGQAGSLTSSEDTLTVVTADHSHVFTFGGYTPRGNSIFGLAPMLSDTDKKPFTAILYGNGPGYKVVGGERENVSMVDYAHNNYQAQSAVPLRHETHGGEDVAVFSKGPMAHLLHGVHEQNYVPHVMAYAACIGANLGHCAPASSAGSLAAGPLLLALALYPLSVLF
Ecoli tolC = blocks growth of E. coli BW25113 tolC mutant; OD615; growth inhibition, % at 10 µM (by protocol); 2.2% of 65,000 active; AID 573;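 active = growth inhibition at or above a cutoff equal to the mean over every tested compound plus 3 SD, cut at about 60% in these data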;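 note: growth measured after 20 h incubation at 37 °C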
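signal = optical density read at 615 nm | test system = E. coli ΔtolC::kan strain BW25113 | timing = 20 h compound exposure of bacteria at 37 °C | buffer or medium = LB medium plus 50 µg/mL kanamycin | compound dosing = 10 µM final, single dose | evaluation = % inhibition of E. coli growth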
M1 antagonist = antagonists of rat M1 muscarinic receptor; P08482; CHO-M1 cells, Fluo-4 calcium, ACh EC80 antagonist mode; active compounds read low; B-score at 10 µM; 3.4% of 64,000 active; AID 628;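 active = calcium fluorescence response, raw or row-and-column corrected B-score, differing from the plate sample mean either way at a set confidence level, mostly lower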
Ec RNAP inh = blocks E. coli RNA polymerase transcription. P0A8V2. fluorescence transcription assay. inhibition, %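 (tested at 10 µM)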. 0.2% of 62,000 active. AID 559; in the data active = inhibition above about 20%;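 note: 0% = enzyme without compound and 100% = no enzyme blank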
SF-1 act = activates the human nuclear receptor SF-1. Q13285. CHO-K1 Gal4-SF-1 LBD luciferase reporter; % increase over DMSO SF-1-specific signal. activation, % at 10 µM. 1.9% of 65,000 active. AID 522;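 active = activation above the mean activation of all tested compounds plus 3 SD, cut at about 50% in these data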
Target sequence (Q13285 whole entry, looked up, the tested form may be a part): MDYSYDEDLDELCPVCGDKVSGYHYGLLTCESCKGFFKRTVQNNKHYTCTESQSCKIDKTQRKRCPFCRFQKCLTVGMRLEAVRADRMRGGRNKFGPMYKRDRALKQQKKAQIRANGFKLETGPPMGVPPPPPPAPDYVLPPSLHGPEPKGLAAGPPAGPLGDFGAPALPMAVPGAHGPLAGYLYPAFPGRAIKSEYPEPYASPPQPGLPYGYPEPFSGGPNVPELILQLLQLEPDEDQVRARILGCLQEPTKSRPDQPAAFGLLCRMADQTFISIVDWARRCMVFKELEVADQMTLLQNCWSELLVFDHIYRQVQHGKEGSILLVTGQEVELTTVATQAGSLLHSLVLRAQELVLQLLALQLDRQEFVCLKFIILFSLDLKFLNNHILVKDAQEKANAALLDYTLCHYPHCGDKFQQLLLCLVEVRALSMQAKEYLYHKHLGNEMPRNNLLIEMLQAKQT
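Material: Gal4–SF-1 LBD one-hybrid luciferase reporter in CHO-K1 cells | Amount: 4,000 cells per well | Compound dosing: 10 µM single point, 1% DMSO | Schedule: 20 h compound treatment, 37 °C | Measured by: SteadyLite luciferase luminescence | Evaluation: Percent activation versus DMSO | Control set: DMSO-treated SF-1-transfected cells as negative, DMSO-treated mock-transfected cells lacking SF-1 as background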
Autofluor 339 = intrinsic fluorescence of library compounds, ex339/em460 – biochemical, MLSMR library, data from DPM-DC assay, artefact control, profiling panel; compound autofluorescence, ex339/em460 nm, NADH buffer; active compounds read high; 1 = no-compound wells, NADH background; 5.5% of 65,000 active; fluorescence fold increase at 10 µM;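 active = at 10 µM, mean starting fluorescence two-fold or more over control wells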;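 note: signal is the first read of a kinetic run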
Numbers without * were called inactive; . = no result given; [ ] = another dose, or the depositor's remark.

1) COC(=O)c1ccc(C(=O)OC)nc1
2) CN1C(=O)C(CC(=O)Nc2ccc3c(c2)Cc2ccccc2-3)N(C)C1=O (stereo not drawn)
3) COc1ccc2nc(C)c(C(=O)OCCN(C)C)cc2c1
4) Cc1ccccc1OCC(=O)Nc1ccc(N2CCN(S(C)(=O)=O)CC2)cc1
5) CC1=C(C(=O)OC2CCCCCCC2)C(c2cccc(O)c2)NC(=O)N1 (stereo not drawn)
6) CC(C#N)Sc1nc2ccccc2c(=O)n1-c1ccccc1 (stereo not drawn)
Assay by compound | 1 | 2 | 3 | 4 | 5 | 6
M1 agonist | -1.3 | -0.15 | 0.00039 | -1.6 | 0.06 | 2.1
NADH coupling | 6% | 5% | 7% | 7% | 7% | 4%
RORa activator | 26 | 16 | -14 | -11 | 6 | -10
TNAP act DEA | 0.8 | 0.9 | 0.9 | 0.9 | 0.9 | 1
Ecoli tolC | -27 | 38 | -10 | -22 | 65* | 18
M1 antagonist | -0.031 | -0.03 | 0.42 | 0.37 | -0.48 | -1
Ec RNAP inh | -1 | 9 | 2 | 1 | -5 | 8
SF-1 act | -25 | 2 | -13 | -7 | 15 | 2
Autofluor 339 | 1.1 | 1.1 | 2.1* | 1 | 1.1 | 1.1

7) O=C(O)c1ccc(F)c(S(=O)(=O)Nc2ccccc2)c1
8) CCOC(=O)c1ccc(CSc2nncn2N)o1
9) CCOc1cc(NC(=O)c2ccco2)c(OCC)cc1NC(=O)COc1ccccc1
10) COc1ccccc1OCCC(=O)OCC(=O)NC(=O)NC(C)(C)C
11) COC(=O)c1nnn(-c2nonc2N)c1-c1cccs1
12) COc1cccc(NC(=O)CSc2nccn2-c2cccc(OC)c2)c1
Assay by compound | 7 | 8 | 9 | 10 | 11 | 12
M1 agonist | -0.49 | . | 0.056 | -0.06 | 0.091 | 0.25
NADH coupling | 6% | 4% | 3%[fluoresces] | 2% | 0% | 4%
RORa activator | 9 | . | -27 | -11 | -18 | -2
TNAP act DEA | 1 | 0.9 | 0.9 | 1 | 0.9 | 1
Ecoli tolC | -6 | 2 | -10 | 5 | -3 | 18
M1 antagonist | -0.084 | . | -0.038 | -0.99 | -0.13 | -1.1
Ec RNAP inh | 2 | 1 | -3 | 2 | 4 | 5
SF-1 act | -10 | . | -27 | 9 | -8 | 3
Autofluor 339 | 1.1 | 1.1 | 3.9* | 1.1 | 1.1 | 1.1

13) O=C(CCCn1c(=O)oc2ccccc21)Nc1cccnc1
14) Cc1cccc(NC(=O)c2ccccc2NC(=O)C(C)(C)C)n1
15) COc1ccc(OC)c(Nc2nc(-c3cccs3)cs2)c1
16) CCS(=O)(=O)Nc1ccc(Cc2ccncc2)cc1
17) CCOC(=O)Cc1cc(=O)c2c(=O)n(-c3ccccc3)[nH]c2[nH]1
18) N#Cc1c2n(c3c(=O)n(CC(=O)c4ccc(Br)cc4)cnc13)CCCC2
Assay by compound | 13 | 14 | 15 | 16 | 17 | 18
M1 agonist | -0.84 | 1 | -0.0009 | -0.36 | -0.0076 | -0.85
NADH coupling | 2% | 7% | 2% | 1% | 5% | 5%
RORa activator | 2 | 18 | 23 | -28 | -18 | 5
TNAP act DEA | 0.9 | 1 | 0.9 | 0.9 | 0.9 | 0.9
Ecoli tolC | -1 | 11 | 61* | 1 | -25 | 13
M1 antagonist | 0.019 | 1.3 | 0.031 | 0.52 | -0.14 | 0.089
Ec RNAP inh | -4 | 4 | 6 | 8 | 7 | 6
SF-1 act | -8 | -23 | 16 | 18 | -25 | -17
Autofluor 339 | 1.1 | 1.1 | 1.1 | 1.1 | 1 | 1.1

19) COc1cccc(OC)c1C(=O)Nc1cccc(C(C)=O)c1
20) Cc1ccc(C(=O)CSc2nc(C)cc(SCc3nnc(-c4ccccc4)o3)n2)cc1
21) Cc1ccc(S(=O)(=O)N2CCC(C(=O)N[C@@H](C)C(=O)NCc3ccccc3)CC2)cc1
22) Cc1cccc(C)c1NC(=O)C1(N(Cc2ccco2)C(=O)CC2NC(=O)NC2=O)CCCCC1 (stereo not drawn)
23) CCCCN(C)C(=O)c1cn(CC)c2ccc(S(=O)(=O)N(C)C)cc2c1=O
24) Cc1ccc(Cn2nnc3c(=O)n(Cc4cccc(C)c4)cnc32)cc1
Assay by compound | 19 | 20 | 21 | 22 | 23 | 24
M1 agonist | 0.42 | -0.14 | 0.54 | 0.42 | -0.0042 | -1.2
NADH coupling | 3% | 7% | 4% | 5% | 2% | 7%
RORa activator | -17 | -8 | 6 | 11 | -2 | 13
TNAP act DEA | 0.9 | 0.9 | 1 | 0.9 | 0.9 | .
Ecoli tolC | -3 | -17 | -3 | 3 | -19 | 12
M1 antagonist | 0.7 | 0.65 | 0.33 | 0.51 | -1 | -3.4*
Ec RNAP inh | 9 | 5 | -1 | 2 | 5 | .
SF-1 act | 1 | -9 | -4 | 4 | -9 | 10
Autofluor 339 | 1 | 1.1 | 1.1 | 1.1 | 1 | 1.1

25) CCCCOC(=O)CSc1nnc(N)s1
26) NC(=O)c1cc(S(=O)(=O)Nc2cccc(F)c2)co1
27) Cc1nc2cc(NC(=O)N(C)c3ccc4ccccc4c3)ccc2o1
28) O=C1OC(c2ccc(O)cc2)(c2ccc(O)cc2)c2ccccc21
29) O=C1CC(N2CCC(c3nc4ccccc4[nH]3)CC2)C(=O)N1Cc1ccccc1 (stereo not drawn)
30) CCOC(=O)c1c(C)[nH]c(C)c1C(=O)CSc1nnc(-c2ccncc2)n1C
Assay by compound | 25 | 26 | 27 | 28 | 29 | 30
M1 agonist | -0.15 | -0.6 | 0.29 | 1 | . | 0.013
NADH coupling | 5% | 9% | 5% | 2% | 3% | 3%
RORa activator | -9 | -13 | 2 | -19 | -6 | -5
TNAP act DEA | 0.9 | 0.9 | 0.9 | 0.7 | 0.9 | 0.9
Ecoli tolC | 14 | -1 | 12 | 72* | 18 | -6
M1 antagonist | 0.14 | 0.97 | -0.38 | -0.12 | . | 0.29
Ec RNAP inh | 4 | -1 | 9 | 12 | -4 | 2
SF-1 act | -18 | 14 | -6 | -10 | -7 | 0
Autofluor 339 | 1 | 1 | 1.1 | 1 | 1.1 | 1.2

Structures shown so far with a tert-butyl group:
10) COc1ccccc1OCCC(=O)OCC(=O)NC(=O)NC(C)(C)C
14) Cc1cccc(NC(=O)c2ccccc2NC(=O)C(C)(C)C)n1
Assay by compound | 10 | 14
M1 agonist | -0.06 | 1
NADH coupling | 2% | 7%
RORa activator | -11 | 18
TNAP act DEA | 1 | 1
Ecoli tolC | 5 | 11
M1 antagonist | -0.99 | 1.3
Ec RNAP inh | 2 | 4
SF-1 act | 9 | -23
Autofluor 339 | 1.1 | 1.1

The results go on.
31) CCn1cc(C(=O)NC2CC3CCC2C3)c(=O)c2ccc(C)nc21 (stereo not drawn)
32) O=C(COC(=O)C1(c2ccc(F)cc2)CCCC1)N1CCN(C(=O)c2ccco2)CC1
33) CC1CCc2c(sc3nc(SCc4nc(-c5ccccc5)no4)n(C)c(=O)c23)C1 (stereo not drawn)
34) CC(C)N1CC(O)=C(c2ccccc2)C1=N
35) CN(C)CCCn1c(N)c(C#N)c2nc(C#N)c(C#N)nc21
36) O=C(O)c1cc(Cl)c2ccccc2c1O
Assay by compound | 31 | 32 | 33 | 34 | 35 | 36
M1 agonist | -0.54 | -2.1 | 0.058 | 1.1 | -0.44 | -2
NADH coupling | 1% | 14% | 7% | 5% | 2%[fluoresces] | 8%[fluoresces]
RORa activator | -8 | 6 | -19 | 1 | -6 | -9
TNAP act DEA | 1 | 0.9 | 0.9 | 0.9 | 0.8 | 0.9
Ecoli tolC | 0 | 21 | -8 | -2 | -12 | 66*
M1 antagonist | -0.045 | -1.7 | -0.51 | 1.3 | -0.18 | -0.52
Ec RNAP inh | 5 | 0 | -2 | 7 | 3 | 1
SF-1 act | -8 | -14 | -1 | -4 | 11 | -1
Autofluor 339 | 1.1 | 0.87 | 1.1 | 1.1 | 3.4* | 3.8*

37) CCOc1ccc(NC(=O)CSc2nnc(C3CC3)n2N)cc1
38) COc1ccc(S(=O)(=O)Nc2nc(C(F)(F)F)cs2)cc1
39) CC(C)[C@@H]1NC(=O)N(c2ccc(Oc3ccccc3)cc2)C1=O
40) Cc1occc1C(=O)N1CCN(C(c2ccccc2)c2ccccc2)CC1
41) O=C(O)C1NCCc2ccccc21 (stereo not drawn)
42) CN(C)C=Nc1ncc2c([nH]c3ccccc32)c1C#N
Assay by compound | 37 | 38 | 39 | 40 | 41 | 42
M1 agonist | -1.4 | -0.0022 | -0.026 | 0 | 0.058 | 0.49
NADH coupling | 5% | 2% | 4% | 0% | 7% | 9%
RORa activator | -31 | 7 | 3 | -9 | 17 | 10
TNAP act DEA | 0.9 | 0.9 | 0.9 | 0.9 | 0.9 | 0.9
Ecoli tolC | -4 | 30 | 21 | 49 | -17 | 7
M1 antagonist | 0.21 | -0.41 | -0.22 | -0.91 | 0.25 | -0.061
Ec RNAP inh | 3 | 5 | -1 | 6 | 13 | 7
SF-1 act | -3 | 6 | 14 | -17 | 4 | 16
Autofluor 339 | 1.1 | 1.1 | 1.1 | 1.1 | 1.1 | 2.1*

43) CCN1C=C(Cc2cccs2)C2=C(C1)C(c1cccs1)C(C#N)=C(N)O2 (stereo not drawn)
44) O=C(Nc1ccccc1)C1=C(O)CC(c2ccco2)CC1=Nc1ccccc1 (stereo not drawn)
45) Cc1cc(NCCN2CCOCC2)n2c(nc3ccccc32)c1C#N
46) CCCSCCCNC(=O)CC1Oc2ccccc2NC1=O (stereo not drawn)
47) NC(=O)c1ccsc1NC(=O)c1nc(-c2ccccc2)n(-c2ccccc2)n1
48) CCOC(=O)c1c(C)c(C(=O)NC2CCCCC2)c(C)n1CC
Assay by compound | 43 | 44 | 45 | 46 | 47 | 48
M1 agonist | 2.8 | -0.091 | 0.14 | -0.93 | 0.45 | 0.65
NADH coupling | 1% | 1% | 11%[fluoresces] | 0% | 17% | 4%
RORa activator | -10 | 6 | 12 | 9 | -27 | 2
TNAP act DEA | 0.8 | 1 | 0.9 | 0.9 | 0.9 | 0.9
Ecoli tolC | 10 | 12 | -1 | -13 | 14 | 1
M1 antagonist | -3.8* | -0.37 | -0.51 | -0.3 | -0.67 | -0.48
Ec RNAP inh | -2 | 3 | -12 | 0 | 6 | 6
SF-1 act | 2 | -9 | 2 | 0 | -20 | 3
Autofluor 339 | 1.3 | 1.3 | 3.7* | 1 | 1.5 | 1.1

49) O=C(CN(CC1CCCO1)C(=O)CCC(=O)Nc1ccccn1)NCC1CCCO1 (stereo not drawn)
50) COc1cc(OC)cc(-c2cc3nc(C)c(CCC(=O)O)c(C)n3n2)c1
51) CCS(=O)(=O)N1CCN(Cc2nc3ccccc3c(=O)[nH]2)CC1
52) CSc1ncccc1C(=O)OCC(=O)Nc1cc(C(F)(F)F)ccc1N1CCOCC1
53) CC1CCCCN1C(=O)c1ccccc1NC(=O)c1ccco1 (stereo not drawn)
Assay by compound | 49 | 50 | 51 | 52 | 53
M1 agonist | -1.1 | -0.07 | 0.19 | 0.91 | 0.082
NADH coupling | 4% | 2% | 7% | 4% | 8%
RORa activator | -11 | -77 | 8 | -10 | -18
TNAP act DEA | 0.9 | 1 | 0.9 | 0.9 | 1
Ecoli tolC | -18 | 4 | -18 | 15 | -1
M1 antagonist | 0.13 | -0.093 | -0.4 | -0.8 | -0.084
Ec RNAP inh | 3 | 3 | 8 | 7 | 1
SF-1 act | 0 | -79 | -3 | -8 | -2
Autofluor 339 | 1 | 1.6 | 1.1 | 1 | 1.1
